TcdB GH inh: inhibitors of Clostridioides difficile toxin B glycohydrolase; TcdB glycohydrolase enzymatic assay, plate reader; P18177; 350,000 compounds, 0.24% hits; inhibition, % at 9.99 µM; AID 652162; in the data active = inhibition above about 10%
The depositor's hits bear a star; & = joins results of further samples. Not all compounds are listed; count on the stated rates, not on these rows.

Structure | TcdB GH inh
CCCCCCN1CCN(C2CN(Cc3cn(Cc4cccc(Cl)c4)nn3)S(=O)(=O)C2)CC1 (centres undefined) | 0.8
COC(=O)[C@]12C[C@H](CC(=O)NCc3cccc4ccccc34)C(=O)N(CCC3=CCCCC3)C1=C[C@H](COCc1ccccc1)O[C@@H]2C | 0.1
O=C(Cc1cccnc1)N1CC(=O)N2[C@H](CO)[C@@H](c3ccc(C#CC4CC4)cc3)[C@@H]2C1 | -0.8
Cc1cccc(C)c1NC(=O)C(C1CC1)n1c(=O)c(-c2ccco2)nc2ccccc21 (centres undefined) | 0.4
O=S(=O)(c1ccc(C(F)(F)F)cc1)N1CCCc2nc(-c3ccc(Br)cc3)ccc21 | 0.5
Cc1ccc(S(=O)(=O)Nc2ccc3c(c2)C(=O)N([C@H](C)CO)C[C@H](C)[C@@H](CN(C)Cc2ccc(C(=O)O)cc2)O3)cc1 | -0.2
C[C@H](CO)N1C[C@H](C)[C@H](CN(C)S(=O)(=O)c2cn(C)cn2)Oc2ccc(NC(=O)CCCN(C)C)cc2CC1=O | -0.2
N#C[C@H]1[C@@H](c2ccccc2-c2cccc(F)c2)[C@H](CO)N1S(=O)(=O)c1cccc(F)c1 | 0.4
COc1ccc(S(=O)(=O)N2CC[C@@H]3[C@@H](CO)Nc4ccc(-c5ccc(C#N)cc5)cc4[C@@H]32)cc1 | -10
CC1(c2nnnn2Cc2ccccc2)CCC(=O)N1CCCn1ccnc1 (centres undefined) | 2.3
O=C(Cc1ccncc1)N1CC[C@H]2[C@H](CO)Nc3ccc(-c4ccccc4)cc3[C@H]21 | 5.1
O=C(C[C@H]1C=C[C@H](NS(=O)(=O)c2ccccc2)[C@@H](CO)O1)N1CCN(c2ccccc2)CC1 | -0.1
CN1c2ccc(C#Cc3cccnc3)cc2[C@@H]2[C@@H](CCN2C(=O)C2CCC2)[C@@H]1CO | 0.3
COC(=O)[C@]12CCCCC=C1N(Cc1ccccc1)C(=O)[C@H](CC(=O)N1CCOCC1)C2 | 0.7
Cc1ccc(S(=O)(=O)NC[C@H]2CC[C@@H]3[C@@H](CN3C(=O)CN(C)C)O2)cc1 | -0.4
CCCC#Cc1ccc([C@H]2[C@@H](CO)N3C(=O)CN(C(=O)c4ccc(F)cc4)C[C@H]23)cc1 | 1.5
COc1ccc2c3c([nH]c2c1)[C@@H](CO)N(C(=O)NC(C)C)CC31CCN(C(=O)c2cccnc2)CC1 | 0.9
CC(C)(C)C1CCC(=O)N2CCC[C@]2(c2ccccc2)C1 (some centres undefined) | 4.1
O=C(c1cnccn1)N1CC2(C1)[C@@H](c1ccccc1)[C@@H](CO)N2C(=O)c1ccccc1 | 0.1
C[C@@H]1CN([C@H](C)CO)C(=O)c2cccc(NS(C)(=O)=O)c2O[C@H]1CN(C)Cc1ccc(C(=O)Nc2ccccc2N)cc1 | 0.1
CN(C)C(=O)c1ccc(-c2ccc3c(c2)[C@H]2[C@H](CCN2C(=O)C2CCCC2)[C@@H](CO)N3C)cc1 | 0.3
C#CCNC(=O)C[C@H]1C[C@@]2(C(=O)OC)C(=C[C@H](C(C)(C)C)O[C@@H]2C)N(Cc2ccc3c(c2)OCO3)C1=O | 1.1
O=C(c1cnccn1)N1CC(=O)N2[C@@H](CO)[C@H](c3ccc(-c4cccc(F)c4)cc3)[C@@H]2C1 | 0.0
CN(C)CC(=O)N1CC2(C1)[C@@H](c1ccccc1)[C@@H](CO)N2C(=O)C1CC1 | -5.4
COc1cccc(CN2[C@@H]3CNC[C@H]2[C@H]3c2ccc(-c3ccccc3OC)cc2)c1 | -8.8

Reformatted field by field: part of the list above.
COC(=O)[C@]12C[C@H](CC(=O)NCc3cccc4ccccc34)C(=O)N(CCC3=CCCCC3)C1=C[C@H](COCc1ccccc1)O[C@@H]2C
  TcdB GH inh: 0.1

O=C(Cc1cccnc1)N1CC(=O)N2[C@H](CO)[C@@H](c3ccc(C#CC4CC4)cc3)[C@@H]2C1
  TcdB GH inh: -0.8

(further entries)
Structure | TcdB GH inh
CC(C)CNC(=O)C1C(=O)Nc2ccccc2C(=O)N1C1CCCCC1 (centres undefined) | -0.3
C[C@H](CO)N1C[C@H](C)[C@H](CN(C)C(=O)Nc2ccc3c(c2)OCO3)Oc2ccc(NC(=O)Nc3ccc(F)cc3)cc2C1=O | -0.2
CN(C)C(=O)c1ccc(-c2ccc(C3[C@H]4CNC[C@@H]3N4S(=O)(=O)c3ccc(Cl)cc3)cc2)cc1 (some centres undefined) | -0.5
COc1ccc(-c2cccc(-c3nc(C(=O)O)cc4c3[C@@H](CCO)N([S@](=O)C(C)(C)C)C4)c2)cc1 | -0.8
CS(=O)(=O)N1[C@@H]2c3ccc(-c4cccc(F)c4)c(=O)n3C[C@@H]2[C@@H](CO)[C@@H]1C(=O)NC1CCC1 | 0.0
COC(=O)C1=C(C)N(C)C(=NCc2ccccc2)NC1c1cccc(Cl)c1 (centres undefined) | -0.3
CC(C)NC(=O)C1C(c2ccc(C(F)(F)F)cc2)=Nc2ccccc2N1C(=O)c1cccc2ccccc12 (centres undefined) | 0.1
CCCNC(=O)[C@H]1[C@H](CO)[C@H]2Cn3c(ccc(-c4ccccc4OC)c3=O)[C@H]2N1S(C)(=O)=O | 1.0
COc1ccc(C2CC(=O)C(c3ccc(C)cc3)=CN2Cc2ccccc2)cc1 (centres undefined) | 0.9
O=C(C1CCCC1)N1CC2(C1)[C@H](c1ccccc1)[C@H](CO)N2Cc1nccs1 | -0.1
CS(=O)(=O)N1[C@H](CO)[C@@H](c2ccccc2-c2ccccc2F)[C@@H]1C#N | 1.0
C[C@H]1CN([C@@H](C)CO)C(=O)Cc2cc(NC(=O)Nc3ccc4c(c3)OCO4)ccc2O[C@@H]1CN(C)S(=O)(=O)c1ccccc1 | 0.7
COCC(=O)N1CC(=O)N2[C@H](C1)[C@@H](c1ccc(Br)cc1)[C@@H]2CO | 1.5
CC(C=CC(O)=C1C(=O)CNC1=O)=C[C@@H](C)C1OC2(C)OC(C(=O)C3O[C@@]32C)C1C (some centres undefined) | -0.3
COc1cccc(-c2ccc(C3[C@H]4CNC[C@@H]3N4C(=O)Nc3cc(F)ccc3F)cc2)c1 (some centres undefined) | -1.2&-1.0
CCOC(=O)[C@]12CCC=C1N(Cc1ccco1)C(=O)[C@H](CC(=O)NCCCCc1ccccc1)C2 | 1.1
O=C(Cc1ccccc1)N1CC(=O)N2[C@H](C1)[C@@H](c1ccc(-c3cccc(F)c3)cc1)[C@@H]2CO | 0.4
CCC(=O)N1CC2(C1)[C@@H](c1ccccc1)[C@@H](CO)N2CC1CCCC1 | -17
COc1ccccc1NC(=O)OC[C@@H]1CSCCS(=O)(=O)N1 | 0.4
C[C@H](CO)N1C[C@H](C)[C@@H](CN(C)Cc2ccc(C(=O)O)cc2)Oc2ccc(NC(=O)c3ccncc3)cc2CC1=O | -0.6
Cc1cccc(C)c1NC(=O)C(c1ccnc2ccccc12)N1CCN(CCN(C)C)CC1 (centres undefined) | 0.4
C[C@H](CO)N1C[C@H](C)[C@H](CN(C)Cc2ccc(C(=O)Nc3ccccc3N)cc2)Oc2ccc(NC(=O)Cc3ccccc3)cc2C1=O | 1.2
O=C(C1CCOCC1)N1CC(=O)N2[C@@H](CO)[C@H](c3ccc(C#CC4CCCC4)cc3)[C@@H]2C1 | -0.4
CCCCNC(=O)C1C(c2ccc(C(F)(F)F)cc2)=Nc2ccccc2N1C(=O)C1CCN(C(C)=O)CC1 (centres undefined) | 1.0
O=C(c1ccccc1)N1CC(=O)N2[C@H](C1)[C@@H](c1ccc(C3=CCCC3)cc1)[C@@H]2CO | 0.2

6 structures already listed, arranged by length of the SMILES, highest first.
Structure | TcdB GH inh
C[C@H]1CN([C@@H](C)CO)C(=O)Cc2cc(NC(=O)Nc3ccc4c(c3)OCO4)ccc2O[C@@H]1CN(C)S(=O)(=O)c1ccccc1 | 0.7
C[C@H](CO)N1C[C@H](C)[C@H](CN(C)Cc2ccc(C(=O)Nc3ccccc3N)cc2)Oc2ccc(NC(=O)Cc3ccccc3)cc2C1=O | 1.2
O=C(C1CCOCC1)N1CC(=O)N2[C@@H](CO)[C@H](c3ccc(C#CC4CCCC4)cc3)[C@@H]2C1 | -0.4
CCOC(=O)[C@]12CCC=C1N(Cc1ccco1)C(=O)[C@H](CC(=O)NCCCCc1ccccc1)C2 | 1.1
COc1cccc(-c2ccc(C3[C@H]4CNC[C@@H]3N4C(=O)Nc3cc(F)ccc3F)cc2)c1 (some centres undefined) | -1.2&-1.0
CS(=O)(=O)N1[C@H](CO)[C@@H](c2ccccc2-c2ccccc2F)[C@@H]1C#N | 1.0

Remaining list, next part:
Structure | TcdB GH inh
COC(=O)c1cc2c(c3c4cc(C)ccc4n(S(=O)(=O)c4cccc(C)c4)c13)C(=O)N(Cc1ccc(C(F)(F)F)cc1)C2 | -0.4
O=C(c1ccc(F)cc1)N1CC(=O)N2[C@H](C1)[C@@H](c1ccc(C#CC3CCCCC3)cc1)[C@@H]2CO | -0.3
O=C(Nc1ccc(F)cc1)C(CCc1ccccc1)N1CCN(C(=O)c2ccco2)CC1 (centres undefined) | 1.8
O=C(C1CCCC1)N1CC2(C1)[C@H](c1ccccc1)[C@H](CO)N2C(=O)c1cccnc1 | -0.6
Cc1ccccc1S(=O)(=O)N1CC[C@H]2[C@H](CO)Nc3ccc(-c4ccccc4F)cc3[C@H]21 | -1.4
CCCN(C)C[C@H]1OCCCC[C@@H](C)Oc2ccc(NS(=O)(=O)c3c(C)noc3C)cc2C(=O)N([C@@H](C)CO)C[C@H]1C | -0.8
COc1ccc(Cc2c(C3CCCCC3)nc3cc(C)c(Br)c(C)n23)c(C)c1 | -0.1
O=C1c2ccccc2C(c2nnnn2Cc2ccccc2)N1C1CC1 (centres undefined) | 0.5
Nc1ccn([C@@H]2O[C@H](C(=O)N[C@H](Cc3ccccc3)C(=O)N3CCN(C(=O)N4CCCCC4)CC3)[C@@H](O)[C@H]2O)c(=O)n1 | 1.6
COc1ccc2c3c(n(C)c2c1)[C@H](CO)NCC31CN(CC2CC2)C1 | -0.2
OC[C@H]1[C@@H](c2ccccc2)C2(CN(Cc3nccs3)C2)N1Cc1cc(F)ccc1F | -6.5
CN1c2ccc(-c3cccc(C#N)c3)cc2[C@H]2[C@H](CCN2S(=O)(=O)c2ccccc2)[C@@H]1CO | 0.6
COc1ccc(-c2ccc([C@H]3[C@@H](CO)N4C(=O)CN(C(=O)c5cccnc5)C[C@@H]34)cc2)cc1 | -0.4
CN1c2ccc(-c3ccccc3)cc2[C@@H]2[C@@H](CCN2C(=O)Cc2cccnc2)[C@@H]1CO | 3.9
C=CCN=C1NC(c2ccccc2)C(C(=O)OC)=C(C)N1Cc1ccccc1C(F)(F)F (centres undefined) | 1.3
C[C@@H]1CN([C@H](C)CO)C(=O)c2cc(NS(=O)(=O)c3ccc(F)cc3)ccc2O[C@@H](C)CCCCO[C@H]1CN(C)S(=O)(=O)c1ccccc1 | -1.0
O=C(NC1CCCC1)N1CC2(C1)[C@H](c1ccccc1)[C@H](CO)N2S(=O)(=O)Cc1ccccc1 | 0.2
COc1ccc2c3c([nH]c2c1)[C@@H](CO)N(C)CC31CN(C(=O)c2ccccc2F)C1 | 2.2
CCCCn1nnnc1C1(C)CCC(=O)N1Cc1ccco1 (centres undefined) | 0.3
CN(N=Cc1ccc2c(c1)OCO2)C(=O)c1ccccc1N | 0.3
N#C[C@H]1[C@H](c2ccccc2C2=CCCC2)[C@H](CO)N1C(=O)NC1CCCCC1 | 0.1
CCOC(=O)[C@]12CCCC=C1N(Cc1ccc3c(c1)OCO3)C(=O)[C@H](CC(=O)NCCCN1CCCC1=O)C2 | -1.4
CC(C(=O)NC1CCCC1)n1c(C2CC2)nc2ccccc21 (centres undefined) | -0.9
CO[C@H]1CN(C)C(=O)c2ccc(NC(=O)c3cnccn3)cc2OC[C@H](C)N(C)C[C@@H]1C | -0.5
O=C(Nc1ccccc1)N1CC(=O)N2[C@H](CO)[C@@H](c3ccc(C#Cc4cccnc4)cc3)[C@@H]2C1 | 0.2

(continued)
Structure | TcdB GH inh
O=C1c2c(-c3ccc(Br)cc3)noc2CCN1Cc1cn(C2CCCC2)nn1 | 2.2
COCc1[nH]nc2c1C(c1cccc(C(F)(F)F)c1)NC2=O (centres undefined) | 1.4
O=C(C[C@H]1CC[C@@H](NC(=O)Cc2cccnc2)[C@H](CO)O1)Nc1ccccc1 | 0.2
CC1=C(C(=O)N2CCCCCC2)CC(CC(=O)NCCN2CCOCC2)C(=O)N1CCCN1CCCC1=O (centres undefined) | 0.1
COc1ccc(NC(=O)N(C)C[C@H]2Oc3c(NC(=O)CCCCCC(=O)Nc4ccccc4N)cccc3C(=O)N([C@H](C)CO)C[C@H]2C)cc1 | 3.7
O=C(C1CC1)N1CC(=O)N2[C@H](C1)[C@H](c1ccc(-c3ccccc3F)cc1)[C@@H]2CO | 0.6
COC(=O)C1=C(C)N(Cc2ccccc2C(F)(F)F)C(=NCc2ccc(C(F)(F)F)cc2)NC1c1ccc(C(F)(F)F)cc1 (centres undefined) | 0.5
COc1ccccc1NC(=O)N1CC(=O)N2[C@H](CO)[C@@H](c3ccc(-c4ccc(F)cc4)cc3)[C@H]2C1 | 0.4
CCCCCCCCN1C(=O)[C@H](CC(=O)N2CCN(C(=O)c3ccco3)CC2)C[C@@]2(C(=O)OC)CC(C)(C)CC=C12 | 1.4
CNC[C@@H]1Oc2ccc(NC(=O)CCCN(C)C)cc2CC(=O)N([C@H](C)CO)C[C@H]1C | 0.2
O=C(NC1CCCCC1)C(c1ccccc1F)n1c(=O)c(-c2ccco2)nc2ccccc21 (centres undefined) | 1.0
CCC(=O)N1[C@H](CO)[C@@H](c2ccccc2)C12CN(C(=O)Nc1ccccc1F)C2 | -1.2
CC(C)NC(=O)N1CC2(C1)[C@H](c1ccccc1)[C@H](CO)N2C(=O)C1CCC1 | -0.2
COC(=O)[C@]12C[C@H](CC(=O)NCc3ccc(C)o3)C(=O)N(CCC3=CCCCC3)C1=C[C@H](COCc1ccccc1)O[C@@H]2C | 0.2

Compound activity as filed in PubChem BioAssay.
